AddAB inh: growth inhibition of E. coli expressing H. pylori AddAB, primary screen, AddAB inhibitor project, absorbance. inhibition, % at 11.9 µM. actives 0.29% (n = 330,000); in the data active means inhibition above about 12%;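 further: 0% = vehicle wells of infected cells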
MOR-DOR ag: agonists of OPRM1-OPRD1 heterodimerization, primary screen, cell-based, luminescence | activation, % at 9.3 µM | Mu-type opioid receptor (Homo sapiens) + Delta-type opioid receptor (Homo sapiens), … | cells | actives 0.3% (n = 340,000); in the data active means activation above about 18%;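 further: 0% = vehicle-treated cells and 100% = reference agonist; values of inactives mirror those of a sister screen read the other way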
Mot1-301 SUMO: yeast Mot1-301 growth rescue at high temperature, primary screen, SUMOylation pathway inhibitor project, S. cerevisiae, ATP luminescence, 38.5C; actives 1% (n = 320,000); growth rescue, % at 18.8 µM; S. cerevisiae Mot1-301 growth rescue; percent above DMSO median, 100 means doubled;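 active means every valid replicate shows activation above 250% relative to neutral control wells; inactive means the rest, any valid replicate at or below 250%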;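 further: OY570 slx delta 5 strain wells were the positive control but not used for scaling; some compounds called inactive have numbers as strong as hits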
PKA-R2B activ: activators of PKA-R2B holoenzyme, primary screen, biochemical, fluorescence polarization, Cy5-IP20, human | PKA-R2B holoenzyme dissociation; R2B truncated from residue 108, S112A mutant; 0% DMSO only, 100% 113 µM cGMP | activation, % at 11.4 µM | actives 0.079% (n = 340,000);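 active means activation above a cutoff set at the mean over all compounds plus 3 SD, cut at about 18% in these data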;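 further: higher means more holoenzyme dissociation and a rise in polarization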
Target sequence (P31323 whole entry, looked up, other chains not shown, the tested form may be a part): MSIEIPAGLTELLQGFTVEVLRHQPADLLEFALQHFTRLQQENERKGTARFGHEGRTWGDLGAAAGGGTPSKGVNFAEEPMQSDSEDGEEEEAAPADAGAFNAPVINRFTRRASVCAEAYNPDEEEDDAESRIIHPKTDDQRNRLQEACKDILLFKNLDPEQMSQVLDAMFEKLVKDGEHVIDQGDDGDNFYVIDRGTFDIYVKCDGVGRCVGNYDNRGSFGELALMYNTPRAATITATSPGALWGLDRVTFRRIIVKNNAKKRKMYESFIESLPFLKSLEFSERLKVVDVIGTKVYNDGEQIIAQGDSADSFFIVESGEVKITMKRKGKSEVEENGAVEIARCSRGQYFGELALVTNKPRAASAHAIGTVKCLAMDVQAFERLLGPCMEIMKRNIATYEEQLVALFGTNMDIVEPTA
HTR5A inv ctr: HTR5A inverse agonists in luminescence cell assay, primary screen, counter-screen for OPRM1-OPRD1 heterodimer inverse agonist project, full-deck HTS. HTR5A cell line, inverse agonism. inhibition, % at 9.3 µM. actives 0.083% (n = 340,000); in the data active means inhibition mostly above about 23%, no sharp cut-off; inactive means mostly below about 18%;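 further: 0% = cells with DMSO and 100% = no-cell wells with DMSO; some compounds called inactive have numbers as strong as hits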
Target sequence (P47898 whole entry, looked up): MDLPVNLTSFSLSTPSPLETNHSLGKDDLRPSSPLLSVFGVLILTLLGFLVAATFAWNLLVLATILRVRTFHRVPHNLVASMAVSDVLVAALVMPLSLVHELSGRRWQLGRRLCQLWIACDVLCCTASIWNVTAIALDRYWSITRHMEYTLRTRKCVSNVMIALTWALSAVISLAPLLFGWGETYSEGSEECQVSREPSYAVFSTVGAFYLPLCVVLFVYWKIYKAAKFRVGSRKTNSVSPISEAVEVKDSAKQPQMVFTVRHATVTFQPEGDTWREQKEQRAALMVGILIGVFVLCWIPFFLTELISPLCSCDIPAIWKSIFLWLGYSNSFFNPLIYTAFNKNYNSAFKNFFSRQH
MOR-DOR inv ag: inverse agonists of MOR-DOR heterodimerization, primary screen, cell-based, luminescence; cell-based MOR-DOR heterodimer luminescence, inverse agonism; inhibition, % at 9.3 µM; actives 0.21% (n = 340,000); AID 504357, 2011; in the data active means inhibition above about 22%, passing the limit was not always enough;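 further: 0% = cells with DMSO and 100% = wells without cells with DMSO; values of inactives mirror those of a sister screen read the other way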
Tat transport: E. coli Tat export inhibitors, primary screen, MC4100, TorA-mCherry reporter, fluorescence, single point; inhibition, % at 10 µM; actives 0.036% (n = 340,000);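 active means mean replicate inhibition at least 50% and at least half of replicates individually reaching 50%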;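 further: exported cargo escapes ClpAP degradation while cytoplasmic cargo is degraded and loses fluorescence; 0% = median of neutral control wells and 100% = median of NaSCN control wells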
phage Ecoli inh: growth loss of phage-infected E. coli, primary screen, RecBCD inhibitor project, absorbance, with phage, HTS. inhibition, % at 11.9 µM. actives 0.26% (n = 360,000). AID 651602, 2012; in the data active means inhibition above about 11%
PfHsp90 yeast 2: growth inhibition of PfHsp90-expressing yeast, primary screen, antimalarial PfHsp90 inhibitor project, S. cerevisiae, BacTiter-Glo luminescence, single point, set 2. actives 0.32% (n = 310,000). BacTiter-Glo ATP, 48 h; yeast lacking PDR1 and PDR3 efflux regulators. inhibition, % at 9.4 µM. AID 504621, 2011;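 active means every replicate shows inhibition above about 80%, whatever the replicate mean, limit read from the data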;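 further: 0% = DMSO neutral controls and 100% = 20 µM radicicol positive controls; yeast relying on Plasmodium falciparum Hsp90 in place of its own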
E coli growth: E. coli V3065 growth inhibition, primary screen, counter-screen for AddAB inhibitor project, absorbance, OD600. 18 h. inhibition, % at 11.9 µM. actives 0.27% (n = 330,000). AID 449728, 2010;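 active means inhibition above the campaign's mean inhibition across all tested compounds plus 3 SD, cut at about 9.9% in these data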;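 further: uninfected addAB+ strain grown without phage in ampicillin broth; 0% = DMSO wells and 100% = ciprofloxacin 0.95 µg/ml wells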
PKA-R1A activ: activators of PKA-R1A holoenzyme, primary screen, biochemical, fluorescence polarization, Cy5-IP20, bovine R1A, mouse PKAc | PKA-R1A dissociation; scaled: DMSO 0%, 113 µM cGMP 100% | activation, % at 11.4 µM | actives 0.083% (n = 340,000) | AID 504707, 2011;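 active means percent activation above the mean of all tested compounds plus 3 SD, cut at about 19% in these data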;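 further: higher means more PKAc released from R1A so a rise in polarization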
* = called active by the depositor.

Results for CCOC(=O)c1ccc(NC2=CC(=O)CC(c3ccco3)C2)cc1 (stereo unspecified) ?
AddAB inh: -1.7; MOR-DOR ag: 1.1; Mot1-301 SUMO: 3.8; PKA-R2B activ: -3.8; HTR5A inv ctr: 7.4; MOR-DOR inv ag: -4.9; Tat transport: 9.0; phage Ecoli inh: 0.3; PfHsp90 yeast 2: -10.3; E coli growth: -0.8; PKA-R1A activ: 0.1

What do the screens show for `Cc1oc(C(N)=O)cc1COc1ccc(C(N)=O)cc1`?
AddAB inh: 1.7; MOR-DOR ag: -1.2; Mot1-301 SUMO: 9.5; PKA-R2B activ: -0.8; HTR5A inv ctr: -21.5; MOR-DOR inv ag: 6.0; Tat transport: -1.2; phage Ecoli inh: -0.4; PfHsp90 yeast 2: 11.0; E coli growth: -0.2; PKA-R1A activ: 4.3

What do the screens show for `O=C(O)C1C2CCC(C2)C1C(=O)Nc1nc2ccccc2s1` (stereo unspecified)?
AddAB inh: 2.4; MOR-DOR ag: -0.8; Mot1-301 SUMO: 7.7; PKA-R2B activ: 8.7; HTR5A inv ctr: -4.4; MOR-DOR inv ag: 4.8; Tat transport: -2.7; phage Ecoli inh: 3.2; PfHsp90 yeast 2: 5.0; E coli growth: 0.4; PKA-R1A activ: 8.0

Results for O=C(NC(O)C(=O)c1ccc(F)cc1)c1ccc(F)cc1 (stereo unspecified) ?
AddAB inh: 3.5; MOR-DOR ag: -1.2; Mot1-301 SUMO: -8.1; PKA-R2B activ: -9.8; HTR5A inv ctr: 3.3; MOR-DOR inv ag: 5.6; Tat transport: 6.6; phage Ecoli inh: 3.6; PfHsp90 yeast 2: 8.2; E coli growth: 0.2; PKA-R1A activ: 1.1

How did Cc1ccc(S(=O)(=O)N2CCN(CCNC(=O)C(=O)NCc3ccccc3)CC2)cc1 do in these assays?
AddAB inh: 2.4; MOR-DOR ag: 1.7; Mot1-301 SUMO: 1.5; PKA-R2B activ: 8.1; HTR5A inv ctr: -1.2; MOR-DOR inv ag: -14.1; Tat transport: -8.3; phage Ecoli inh: 1.3; PfHsp90 yeast 2: 3.2; E coli growth: 0.3; PKA-R1A activ: 0.4

What do the screens show for `CC(=O)Nc1ccc(SC[C@H](Cc2ccccc2)N2CC[C@@H](O)CCC2=O)cc1`?
AddAB inh: 0.6; MOR-DOR ag: -1.8; Mot1-301 SUMO: 1.5; PKA-R2B activ: -26.1; HTR5A inv ctr: 0.3; MOR-DOR inv ag: 10.6; Tat transport: -0.1; phage Ecoli inh: 3.0; PfHsp90 yeast 2: -4.4; E coli growth: -0.5; PKA-R1A activ: -10.0

Results for CC1(C)Cc2c(c(N3CCOCC3)nc3snc(Br)c23)CO1 ?
AddAB inh: 2.5; MOR-DOR ag: -2.5; Mot1-301 SUMO: -11.3; PKA-R2B activ: -10.5; HTR5A inv ctr: -5.3; MOR-DOR inv ag: 15.3; Tat transport: 3.1; phage Ecoli inh: 1.4; PfHsp90 yeast 2: -2.3; E coli growth: -0.6; PKA-R1A activ: -0.5

How did O=C(CCS(=O)(=O)c1ccccc1)NC12CC3CC(CC(C3)C1)C2 do in these assays?
AddAB inh: -3.3; MOR-DOR ag: 0.2; Mot1-301 SUMO: -9.8; PKA-R2B activ: -1.6; HTR5A inv ctr: -21.8; MOR-DOR inv ag: -1.3; Tat transport: -4.9; phage Ecoli inh: 2.8; PfHsp90 yeast 2: 11.1; E coli growth: -1.2; PKA-R1A activ: -5.0

How did Cc1cc2c(c(SCC(N)=O)n1)C(=O)OC2 do in these assays?
AddAB inh: 0.1; MOR-DOR ag: -2.0; PKA-R2B activ: -2.3; HTR5A inv ctr: 28.9; MOR-DOR inv ag: 9.9; Tat transport: -3.4; phage Ecoli inh: 2.8; E coli growth: -0.6; PKA-R1A activ: 8.5

How did O=C(Cc1cccs1)Nc1ccccn1 do in these assays?
AddAB inh: 0.5; MOR-DOR ag: -0.9; Mot1-301 SUMO: -9.2; PKA-R2B activ: -3.2; HTR5A inv ctr: 0.7; MOR-DOR inv ag: 5.8; Tat transport: -8.0; phage Ecoli inh: 2.9; PfHsp90 yeast 2: -8.7; E coli growth: 0.6; PKA-R1A activ: -9.8

Results for Cc1nnc(SCC(=O)NC2CCCC2)s1 ?
AddAB inh: -1.6; MOR-DOR ag: -1.8; Mot1-301 SUMO: -20.1; PKA-R2B activ: -18.4; HTR5A inv ctr: 5.2; MOR-DOR inv ag: 10.0; Tat transport: -3.2; phage Ecoli inh: 2.0; PfHsp90 yeast 2: 6.8; E coli growth: 1.1; PKA-R1A activ: 2.8

Results for O=C(CN1C(=O)c2ccccc2C1=O)Nc1cccc([N+](=O)[O-])c1 ?
AddAB inh: 1.7; MOR-DOR ag: -4.2; Mot1-301 SUMO: -17.8; PKA-R2B activ: -15.4; HTR5A inv ctr: 3.0; MOR-DOR inv ag: 19.6; Tat transport: 3.7; phage Ecoli inh: 1.9; PfHsp90 yeast 2: -16.6; E coli growth: -1.8; PKA-R1A activ: -1.4

How did N=c1n(Cc2ccccc2Cl)c2ccccc2n1CC(O)c1ccco1 (stereo unspecified) do in these assays?
AddAB inh: 0.7; MOR-DOR ag: -2.6; Mot1-301 SUMO: -12.8; PKA-R2B activ: -10.4; HTR5A inv ctr: 24.8; MOR-DOR inv ag: 13.6; Tat transport: 2.1; phage Ecoli inh: -1.2; E coli growth: -0.2; PKA-R1A activ: -6.0

How did O=C(NCCc1ccccc1)C(=O)c1cn(CC(=O)N2CCCC2)c2ccccc12 do in these assays?
AddAB inh: 1.2; MOR-DOR ag: -2.8; Mot1-301 SUMO: 6.7; PKA-R2B activ: -12.3; HTR5A inv ctr: -0.3; MOR-DOR inv ag: 14.9; Tat transport: 1.3; phage Ecoli inh: -1.0; PfHsp90 yeast 2: 2.9; E coli growth: 0.6; PKA-R1A activ: -1.1

What do the screens show for `COC(=O)Cc1ccc(NC(=S)N2CCN(C(=O)C3CCCO3)CC2)cc1` (stereo unspecified)?
AddAB inh: 3.3; MOR-DOR ag: -2.4; Mot1-301 SUMO: -11.7; PKA-R2B activ: 6.5; HTR5A inv ctr: -22.6; MOR-DOR inv ag: 12.3; Tat transport: -11.4; phage Ecoli inh: -1.2; PfHsp90 yeast 2: 13.0; E coli growth: -0.1; PKA-R1A activ: -10.7

How did N#CC1=C(N)Oc2c(ccc3cccnc23)C1c1ccncc1 (stereo unspecified) do in these assays?
AddAB inh: 2.3; Mot1-301 SUMO: -16.6; Tat transport: 1.8; phage Ecoli inh: 1.1; PfHsp90 yeast 2: 7.4; E coli growth: -0.3

How did Cc1ccccc1C(=O)NC(=S)NCc1cccnc1 do in these assays?
AddAB inh: 4.3; MOR-DOR ag: -2.1; Mot1-301 SUMO: 312.0; PKA-R2B activ: -0.6; HTR5A inv ctr: 2.5; MOR-DOR inv ag: 11.4; Tat transport: -4.7; phage Ecoli inh: 2.5; PfHsp90 yeast 2: 14.8; E coli growth: 1.4; PKA-R1A activ: -8.4

Results for COc1ccccc1CNc1ncccc1[N+](=O)[O-] ?
AddAB inh: 1.3; MOR-DOR ag: -0.1; Mot1-301 SUMO: 5.1; PKA-R2B activ: -5.4; HTR5A inv ctr: 8.8; MOR-DOR inv ag: 0.5; Tat transport: 0.6; phage Ecoli inh: 3.0; PfHsp90 yeast 2: 26.1; E coli growth: -0.8; PKA-R1A activ: -7.5

Results for CC(=O)Nc1ccc(S(=O)(=O)N(C)CC(=O)OCC(=O)N(C)C2CCS(=O)(=O)C2)cc1 (stereo unspecified) ?
AddAB inh: 0.9; MOR-DOR ag: -2.1; Mot1-301 SUMO: -22.7; PKA-R2B activ: -11.1; HTR5A inv ctr: -6.4; MOR-DOR inv ag: 11.0; Tat transport: -12.1; phage Ecoli inh: 1.2; E coli growth: 0.7; PKA-R1A activ: -14.9

What do the screens show for `O=c1[nH]c(=O)n(Cc2ccccc2)c2nc(-c3ccc(Oc4ccc(F)cc4)c([N+](=O)[O-])c3)n(CCO)c12`?
AddAB inh: 4.7; MOR-DOR ag: 2.7; Mot1-301 SUMO: -11.3; PKA-R2B activ: -8.5; HTR5A inv ctr: -8.6; MOR-DOR inv ag: -12.9; Tat transport: 3.4; phage Ecoli inh: 1.2; PfHsp90 yeast 2: -0.4; E coli growth: -0.3; PKA-R1A activ: 1.6

What do the screens show for `CC(C)c1c(O)nc(SCCC(=O)O)[nH]c1=O`?
AddAB inh: 2.3; MOR-DOR ag: -2.6; Mot1-301 SUMO: 8.0; PKA-R2B activ: 3.8; HTR5A inv ctr: -25.5; MOR-DOR inv ag: 13.3; Tat transport: 2.0; phage Ecoli inh: 2.4; E coli growth: 0.3; PKA-R1A activ: -11.9

What do the screens show for `Cc1ccccc1NC(=O)n1ncc2cc(Cl)ccc21`?
AddAB inh: 2.1; MOR-DOR ag: -2.1; Mot1-301 SUMO: -14.0; PKA-R2B activ: 3.6; HTR5A inv ctr: -4.7; MOR-DOR inv ag: 10.1; Tat transport: 9.2; phage Ecoli inh: 1.5; PfHsp90 yeast 2: 9.7; E coli growth: 0.0; PKA-R1A activ: -14.1

Results for O=Cc1c(Sc2ccccn2)nc2ccccn2c1=O ?
AddAB inh: 0.9; MOR-DOR ag: 0.8; Mot1-301 SUMO: -16.0; PKA-R2B activ: 5.5; HTR5A inv ctr: -18.2; MOR-DOR inv ag: -4.6; Tat transport: -5.3; phage Ecoli inh: 0.8; PfHsp90 yeast 2: 13.5; E coli growth: -0.9; PKA-R1A activ: 8.9

Results for O=C(O)c1ccc(N2CCCCS2(=O)=O)cc1 ?
AddAB inh: 4.4; MOR-DOR ag: -3.7; Mot1-301 SUMO: 414.1; PKA-R2B activ: 0.5; HTR5A inv ctr: 10.8; MOR-DOR inv ag: 18.9; Tat transport: -6.3; phage Ecoli inh: 3.2; PfHsp90 yeast 2: 44.8; E coli growth: -0.5; PKA-R1A activ: 4.8

What do the screens show for `COc1cc(SC)ccc1C(=O)NCCNC(=O)c1nonc1N`?
AddAB inh: 1.8; MOR-DOR ag: 1.5; Mot1-301 SUMO: -21.1; PKA-R2B activ: -6.8; HTR5A inv ctr: -21.4; MOR-DOR inv ag: -12.0; Tat transport: -4.7; phage Ecoli inh: 1.9; PfHsp90 yeast 2: -3.9; E coli growth: 0.8; PKA-R1A activ: -6.8

Results for CCCCCCCn1c(=N)n(CC(O)c2ccco2)c2ccccc21 (stereo unspecified) ?
AddAB inh: 0.2; MOR-DOR ag: 1.0; Mot1-301 SUMO: -23.5; PKA-R2B activ: 3.2; HTR5A inv ctr: -2.7; MOR-DOR inv ag: -6.4; Tat transport: -6.7; phage Ecoli inh: 3.8; PfHsp90 yeast 2: 9.8; E coli growth: -1.2; PKA-R1A activ: -15.0

High-throughput results from PubChem.
